IDH1 mut inh – blocks human IDH1 R132H reductase activity; diaphorase/resazurin fluorescence, 60 min; inhibition, % at 10 µM; 70,000 compounds, 0.18% hits; O75874; in the data active = inhibition above about 34%;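 also: 0% = DMSO and 100% = no enzyme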
EZH2 inh – blocks human EZH2/PRC2 H3K27 methylation. inhibition, % at 12.5 µM. AID 651548. DELFIA TRF, 1 h. 57,000 compounds, 0.35% hits;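 active = mean inhibition of replicates at least 50% and every single replicate also reaching 50%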;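 also: dimethyl H3K27 on biotinylated H3 21-44 peptide detected by antibody; plate controls were median neutral control wells for no effect and median positive control wells for full effect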
Target sequence (Q15910 whole entry, looked up): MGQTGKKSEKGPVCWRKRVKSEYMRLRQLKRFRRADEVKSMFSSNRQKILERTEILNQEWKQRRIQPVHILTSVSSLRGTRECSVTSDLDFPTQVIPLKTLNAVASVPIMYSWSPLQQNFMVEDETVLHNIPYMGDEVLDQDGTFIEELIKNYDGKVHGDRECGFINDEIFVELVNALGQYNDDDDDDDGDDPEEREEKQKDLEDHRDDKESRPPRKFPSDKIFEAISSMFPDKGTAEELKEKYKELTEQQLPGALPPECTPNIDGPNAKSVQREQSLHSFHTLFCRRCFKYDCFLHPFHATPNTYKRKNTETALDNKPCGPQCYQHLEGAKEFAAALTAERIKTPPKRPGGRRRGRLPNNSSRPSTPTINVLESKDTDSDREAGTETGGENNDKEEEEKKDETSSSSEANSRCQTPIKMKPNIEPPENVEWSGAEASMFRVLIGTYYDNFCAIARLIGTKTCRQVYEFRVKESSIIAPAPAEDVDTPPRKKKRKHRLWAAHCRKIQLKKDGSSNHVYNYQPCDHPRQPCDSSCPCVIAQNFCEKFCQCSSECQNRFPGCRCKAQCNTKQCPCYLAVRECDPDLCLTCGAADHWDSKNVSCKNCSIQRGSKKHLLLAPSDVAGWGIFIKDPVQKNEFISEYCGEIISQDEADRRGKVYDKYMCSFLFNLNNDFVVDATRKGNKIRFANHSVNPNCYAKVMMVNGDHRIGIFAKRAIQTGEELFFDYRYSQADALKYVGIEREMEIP
Active calls of the source: *; . = no result given.

Structure	IDH1 mut inh	EZH2 inh
CCCc1cn(CC[C@H]2CC[C@H](NC(=O)C3CCCC3)[C@@H](CO)O2)nn1	-0.1	1.9
COc1ccc(S(=O)(=O)Nc2ccc3c(c2)CC(=O)N([C@H](C)CO)C[C@H](C)[C@@H](CN(C)S(=O)(=O)c2ccc(F)cc2)O3)cc1	-3.5	.
CCC(=O)Nc1ccc2c(c1)C(=O)N(C)C[C@H](OC)[C@@H](C)CN(C(=O)c1cnccn1)[C@@H](C)CO2	0.1	11.1
COCC(=O)N1C[C@H](C)[C@@H](OC)CN(C)C(=O)c2cc(NC(=O)c3cc(C)on3)ccc2OC[C@@H]1C	0.1	0.0
O=C(O)COc1cccc(NC(=O)c2ccc(-c3ccccc3)cc2)c1	0.1	-15.6
COCC(=O)N(C)C[C@H]1Oc2cc(C3=CCCC3)ccc2S(=O)(=O)N([C@H](C)CO)C[C@@H]1C	5.1	5.2
C=CCn1c(N)cc(=O)nc1SCC(=O)N1c2ccccc2Sc2ccccc21	0.0	6.1
CN(C)c1c(F)cc(C(=O)NC(=O)NC2=NCCS2)cc1F	-2.5	3.5
CC(C)NC(=O)N[C@@H]1C=C[C@H](CC(=O)NCCN2CCCC2)O[C@H]1CO	-0.1	9.2
C[C@H]1CN([C@@H](C)CO)S(=O)(=O)c2ccc(C#CC3CC3)cc2O[C@@H]1CN(C)C(=O)c1cnccn1	0.1	-8.8
Cc1noc(C)c1NC(=O)Nc1cccc2c1O[C@@H](CN(C)Cc1ccc(Oc3ccccc3)cc1)[C@@H](C)CN([C@H](C)CO)C2=O	2.5	.
Cc1noc(C)c1S(=O)(=O)Nc1ccc2c(c1)CC(=O)N([C@@H](C)CO)C[C@@H](C)[C@H](CN(C)C(=O)Nc1ccccc1)O2	3.5	.
Cc1ccc(S(=O)(=O)N(C)C[C@H]2Oc3c(NS(C)(=O)=O)cccc3C(=O)N([C@@H](C)CO)C[C@@H]2C)cc1	-1.2	.
C[C@H]1CCCCO[C@H](CN(C)CC2CCCCC2)[C@@H](C)CN([C@@H](C)CO)C(=O)c2cc(NS(C)(=O)=O)ccc2O1	0.4	15.2
COC(=O)c1ccccc1NC(=O)c1cccc(NC(=O)COc2ccccc2)c1C	0.4	16.9

Entries of single compounds from above. Order of screens: IDH1 mut inh | EZH2 inh
C=CCn1c(N)cc(=O)nc1SCC(=O)N1c2ccccc2Sc2ccccc21 is entered as 0.0 | 6.1
O=C(O)COc1cccc(NC(=O)c2ccc(-c3ccccc3)cc2)c1 is entered as 0.1 | -15.6
CN(C)c1c(F)cc(C(=O)NC(=O)NC2=NCCS2)cc1F is entered as -2.5 | 3.5
Cc1noc(C)c1S(=O)(=O)Nc1ccc2c(c1)CC(=O)N([C@@H](C)CO)C[C@@H](C)[C@H](CN(C)C(=O)Nc1ccccc1)O2 is entered as 3.5 | .
CC(C)NC(=O)N[C@@H]1C=C[C@H](CC(=O)NCCN2CCCC2)O[C@H]1CO is entered as -0.1 | 9.2

(next part)
Structure	IDH1 mut inh	EZH2 inh
Cc1noc(C)c1S(=O)(=O)Nc1ccc2c(c1)CC(=O)N([C@@H](C)CO)C[C@H](C)[C@@H](CN(C)S(=O)(=O)c1ccc(F)cc1)O2	-1.8	.
Cc1ccccc1-c1cnc2c(c1)C(=O)N([C@H](C)CO)C[C@@H](C)[C@@H](CN(C)C(=O)c1ccncc1)O2	-0.2	.
C[C@@H]1CN([C@@H](C)CO)C(=O)c2cc(NS(C)(=O)=O)ccc2O[C@H]1CN(C)C(=O)NC1CCCCC1	0.0	9.9
O=C(CCN1CCCCC1)N[C@H]1CC[C@@H](CCn2cc(-c3ccc(F)cc3)nn2)O[C@@H]1CO	-0.4	-10.6
C[C@H](CO)N1C[C@H](C)[C@@H](CN(C)S(C)(=O)=O)Oc2ncc(C#CC3CCCC3)cc2C1=O	.	-18.7
C[C@H]1CN([C@@H](C)CO)C(=O)CCCn2cc(nn2)CO[C@H]1CN(C)C(=O)Nc1ccc2c(c1)OCCO2	-0.2	6.2
CCC(=O)Nc1ccc2c(c1)OC[C@H](C)N(C(=O)C1CC1)C[C@H](C)[C@@H](OC)CN(C)C2=O	-0.2	7.8
O=C(CSc1nnc(-c2cccs2)n1-c1ccc(Cl)cc1)c1ccc(Cl)cc1	0.5	17.0
C[C@H](CO)N1C[C@H](C)[C@@H](CN(C)C(=O)CN(C)C)Oc2cc(-c3cccnc3)ccc2S1(=O)=O	-0.3	.
COc1ccc(NC(=O)Nc2ccc3c(c2)C(=O)N([C@H](C)CO)C[C@@H](C)[C@H](CN(C)S(=O)(=O)c2ccccc2)O3)cc1	1.4	.
C[C@@H]1CN([C@H](C)CO)C(=O)c2cccc(NC(=O)C3CCOCC3)c2O[C@@H]1CN(C)CC1CCCCC1	0.8	-4.9
C[C@@H]1CCCCO[C@@H](CN(C)Cc2ccncc2)[C@@H](C)CN([C@@H](C)CO)C(=O)c2cc(NS(=O)(=O)c3ccc(Cl)cc3)ccc2O1	16.9	.
COc1ccccc1C#Cc1ccc2c(c1)O[C@H](CN(C)Cc1ccncc1)[C@@H](C)CN([C@H](C)CO)S2(=O)=O	-0.2	.
C[C@H]1CN([C@@H](C)CO)S(=O)(=O)c2ccc(-c3cncnc3)cc2O[C@@H]1CN(C)Cc1cncnc1	0.4	.
COc1ccc(NC(=O)Nc2ccc3c(c2)C(=O)N([C@H](C)CO)C[C@H](C)[C@@H](CN(C)C)OCCCC[C@H](C)O3)cc1	.	-1.0
O=C(Nc1ccc(Br)cc1)c1ccc(NS(=O)(=O)c2cccc3cccnc23)cc1	0.6	4.6
C[C@@H]1CN([C@H](C)CO)C(=O)c2cc(NC(=O)C3CC3)ccc2O[C@H]1CN(C)C(=O)NC1CCCCC1	1.6	.
C[C@H](CO)N1C[C@H](C)[C@@H](CN(C)C)Oc2ccc(NS(C)(=O)=O)cc2CC1=O	0.1	9.7
COc1ccc(CN(C)C[C@@H]2Oc3ccc(NC(=O)Nc4ccc(OC)cc4)cc3C(=O)N([C@@H](C)CO)C[C@H]2C)cc1	-1.0	-4.5
CC(C)NC(=O)Nc1ccc2c(c1)C(=O)N([C@@H](C)CO)C[C@@H](C)[C@H](CN(C)Cc1ccc(C(=O)O)cc1)O2	.	-0.6
O=C(N[C@@H]1CC[C@@H](CCNC(=O)C2CCCCC2)O[C@@H]1CO)c1ccccn1	0.0	4.7
O=C(N/N=C/c1cc(O)ccc1[N+](=O)[O-])c1ccccn1	0.3	11.1
Cc1noc(C)c1NC(=O)N[C@@H]1CC[C@@H](CC(=O)Nc2ccccc2)O[C@@H]1CO	0.3	-0.9
O=C(CN1C(=O)c2ccccc2S1(=O)=O)Nc1c(F)cccc1F	0.1	-3.1
C[C@H](NC(=O)C[C@@H]1CC[C@@H](NC(=O)c2cccnc2)[C@@H](CO)O1)c1ccccc1	-0.2	1.8
CC(C)NC(=O)N[C@@H]1CC[C@H](CCNC(=O)C2CCOCC2)O[C@@H]1CO	0.0	5.9
COc1ccc(S(=O)(=O)N(C)C[C@H]2Oc3ccc(N(C)C)cc3CC(=O)N([C@H](C)CO)C[C@@H]2C)cc1	-10.1	-0.1
CO[C@@H]1CN(C)C(=O)c2ccc(NS(C)(=O)=O)cc2OC[C@H](C)NC[C@@H]1C	0.3	8.8
C/C=C/c1ccc2c(c1)O[C@H](CN(C)C(=O)Cc1ccccn1)[C@@H](C)CN([C@@H](C)CO)S2(=O)=O	2.4	-23.4
CC(=O)N(C)C[C@H]1Oc2ncc(C#C[C@H](C)O)cc2C(=O)N([C@H](C)CO)C[C@@H]1C	0.3	-7.7
CO[C@H]1CN(C)C(=O)c2cc(NC(=O)C3CC3)ccc2OC[C@@H](C)N(Cc2ccncc2)C[C@@H]1C	-0.1	-3.8
C[C@@H]1CN([C@H](C)CO)C(=O)c2cc(C#CC3CCCC3)cnc2O[C@H]1CN(C)C(=O)C1CC1	-0.2	-7.0
C[C@H](CO)N1C[C@H](C)[C@@H](CN(C)CC2CCOCC2)Oc2ncc(C#CCc3ccccc3)cc2C1=O	0.0	.
CO[C@H]1CN(C)C(=O)c2cc(NC(=O)C3CCC3)ccc2OC[C@H](C)N(Cc2cccnc2)C[C@@H]1C	-0.2	1.2
COc1ccc(C(=O)CCC(=O)Nc2ccc(C(=O)O)cc2)c(OC)c1	0.1	-6.5
O=C(COc1ccc(S(=O)(=O)N2CCCC2)cc1Cl)Nc1ccccc1	0.0	1.3
C[C@@H]1CN([C@@H](C)CO)C(=O)c2cc(NC(=O)C3CC3)ccc2O[C@@H]1CN(C)S(=O)(=O)c1ccc(F)cc1	-0.1	1.0
COc1ccc(S(=O)(=O)Nc2ccc3c(c2)CC(=O)N([C@H](C)CO)C[C@H](C)[C@@H](CN(C)S(=O)(=O)c2c(C)noc2C)O3)cc1	-0.2	.
CN(C)C(=O)C[C@@H]1CC[C@H](NC(=O)C2CC2)[C@@H](CO)O1	0.4	-7.3
CC(C)NC(=O)N(C)C[C@@H]1Oc2cc(C3=CCCC3)ccc2S(=O)(=O)N([C@H](C)CO)C[C@@H]1C	9.1	5.6
C[C@H](CO)N1C[C@H](C)[C@@H](CN(C)Cc2ccncc2)OCCCC[C@H](C)Oc2ccc(NS(=O)(=O)c3ccccc3)cc2C1=O	7.0	.
CC(C)NC(=O)N(C)C[C@H]1OCCCC[C@@H](C)Oc2ccc(NS(C)(=O)=O)cc2C(=O)N([C@H](C)CO)C[C@H]1C	1.4	.
Cc1ccc(NC(=O)CN(C)S(=O)(=O)c2ccc(Br)cc2)cc1C	-0.1	-0.9
C[C@@H]1CN([C@H](C)CO)S(=O)(=O)c2ccc(-c3cccnc3)cc2O[C@H]1CN(C)C(=O)C1CC1	4.3	3.5
COc1ccc(S(=O)(=O)N(C)C[C@H]2OCCCC[C@H](C)Oc3ccc(N(C)C)cc3C(=O)N([C@H](C)CO)C[C@@H]2C)cc1	1.3	3.5
C[C@@H]1CCCCO[C@H](CN(C)C(=O)c2ccncc2)[C@@H](C)CN([C@H](C)CO)C(=O)c2cc(NC(=O)c3ccncc3)ccc2O1	0.9	.
CO[C@@H]1CN(C)C(=O)c2cc(NC(=O)C3CCC3)ccc2OC[C@H](C)N(Cc2ccccn2)C[C@H]1C	0.2	-3.1
CO[C@@H]1CN(C)C(=O)c2ccc(NC(=O)C3CC3)cc2OC[C@@H](C)N(Cc2cccnc2)C[C@@H]1C	0.1	3.4
C[C@@H]1CN([C@H](C)CO)C(=O)c2cccc(NS(=O)(=O)c3ccc(Cl)cc3)c2O[C@H]1CN(C)S(=O)(=O)c1ccc(F)cc1	6.0	.
O=C(C[C@H]1C[C@H]2c3cc(NC(=O)CC4CC4)ccc3O[C@H]2[C@@H](CO)O1)NCc1ccc(Cl)cc1	0.2	8.0
CCCNC(=O)N(C)C[C@@H]1Oc2cc(C#CC3CC3)ccc2S(=O)(=O)N([C@@H](C)CO)C[C@H]1C	6.6	-0.6
C[C@@H]1CN([C@H](C)CO)C(=O)Cc2cc(NC(=O)C3CCCCC3)ccc2O[C@H]1CN(C)Cc1ccc(-c2ccccc2)cc1	1.8	.
C[C@H](CO)N1C[C@H](C)[C@H](CN(C)C(=O)c2ccccc2)OCc2cn(nn2)CCCC1=O	-0.7	3.5
O=C(C[C@@H]1C=C[C@H](NS(=O)(=O)c2ccccc2)[C@@H](CO)O1)NCc1ccc(Cl)c(Cl)c1	-0.4	5.0
C[C@H]1CCCCO[C@@H](CN(C)Cc2ccc(C(=O)O)cc2)[C@@H](C)CN([C@@H](C)CO)C(=O)c2cc(NS(=O)(=O)c3ccccc3)ccc2O1	0.6	.
CS(=O)(=O)Nc1ccc2c(c1)[C@@H]1C[C@H](CC(=O)NCCN3CCCCC3)O[C@H](CO)[C@@H]1O2	-0.2	0.4
Cn1c2ccccc2c2nnc(SCCN3CCCCC3)nc21	0.6	8.0
CC(=O)N(C)C[C@@H]1Oc2ncc(C#Cc3ccccc3F)cc2C(=O)N([C@@H](C)CO)C[C@H]1C	-8.3	1.6
CN(C)CC(=O)N[C@@H]1C=C[C@H](CC(=O)NCc2ccc(Cl)cc2)O[C@@H]1CO	0.2	-8.0
CO[C@@H]1CN(C)C(=O)c2ccc(NC(=O)Nc3c(C)noc3C)cc2OC[C@@H](C)N(CC2CC2)C[C@H]1C	-0.2	-0.7

Next section:
Structure	IDH1 mut inh	EZH2 inh
CC(C)C#Cc1cnc2c(c1)C(=O)N([C@H](C)CO)C[C@H](C)[C@H](CN(C)C(=O)Nc1ccccc1)O2	6.6	9.4
C[C@@H]1CN([C@@H](C)CO)C(=O)c2cc(NS(=O)(=O)c3ccc(Cl)cc3)ccc2O[C@@H](C)CCCCO[C@H]1CN(C)C	1.7	-0.6
COc1ccc(S(=O)(=O)N(C)C[C@@H]2Oc3ccc(NC(=O)CCCN(C)C)cc3C(=O)N([C@H](C)CO)C[C@@H]2C)cc1	0.3	.
COc1ccc(NC(=O)N(C)C[C@H]2OCCCC[C@H](C)Oc3ccc(NC(=O)Nc4ccc(F)cc4)cc3C(=O)N([C@@H](C)CO)C[C@@H]2C)cc1	-0.3	.
C[C@H]1CN([C@@H](C)CO)C(=O)c2cc(C3=CCCC3)cnc2O[C@H]1CN(C)C(=O)Nc1ccccc1	-0.5	.
C[C@@H]1CCCCO[C@H](CN(C)Cc2ccc(C(F)(F)F)cc2)[C@H](C)CN([C@@H](C)CO)C(=O)c2cc(NC(=O)CCCN(C)C)ccc2O1	2.0	.
Cc1cc(C)cc(N(C(C)C(=O)NC2CCCC2)S(C)(=O)=O)c1 (stereo unspecified)	0.2	-11.9

Assay outcomes (PubChem BioAssay)

This is a subset, so the mix of outcomes need not match the whole.
